# Bioassay records as filed in PubChem BioAssay.
# proCasp3 act: activators of human procaspase-3 D3A mutant, primary screen, biochemical, absorbance, PC-3 D3A mutant, single concentration. AID 463141, 2010. actives 0.11% (n = 330,000). activation, % at 8.5 µM. recombinant procaspase-3 D3A, Ac-DEVD-pNA absorbance 405 nm. Caspase-3 (Homo sapiens), P42574;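 active = activation above the mean of all tested compounds plus 3 SD, cut at about 21% in these data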;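 also: 0% = DMSO alone and 100% = DMSO wells spiked with extra 5 µM PC-3 D3A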
# Target sequence (P42574 whole entry D9A/D28A/D175A): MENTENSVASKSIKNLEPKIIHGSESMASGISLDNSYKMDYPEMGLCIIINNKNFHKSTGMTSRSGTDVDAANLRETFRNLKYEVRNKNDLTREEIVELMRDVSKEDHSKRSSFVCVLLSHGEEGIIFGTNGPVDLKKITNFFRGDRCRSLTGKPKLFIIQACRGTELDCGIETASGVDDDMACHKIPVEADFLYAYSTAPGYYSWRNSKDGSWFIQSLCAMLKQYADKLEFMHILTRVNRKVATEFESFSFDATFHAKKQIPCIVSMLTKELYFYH
#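 System: Procaspase-3 D3A mutant. Medium: Zinc-free 300 mM NaCl, 50 mM HEPES, 0.01% Triton X-100. Schedule: 1 h preincubation plus 2 h reaction at 25 °C. Measured by: 405 nm absorbance of p-nitroaniline, reads at 0 and 120 min. Read-out: percent activation relative to control range.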
# proCasp7 act: procaspase-7 activators, primary screen, counter-screen for procaspase-3 activator project, biochemical, absorbance, HTS, human. Caspase-7 (Homo sapiens), P55210. activation, % at 8.5 µM. recombinant procaspase-7, Ac-DEVD-pNA absorbance 405 nm; D23A/D198A/D206A triple mutant, cannot self-cleave; scale: DMSO 0, 5 µM enzyme 100. actives 0.093% (n = 330,000);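 active = percent activation above the screen-wide mean plus 3 SD, cut at about 25% in these data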
#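 Test system: Procaspase-7 triple mutant (PC-7 D3A). Also added: Ac-DEVD-pNA substrate, 400 µM as added. Schedule: 1 h enzyme–compound preincubation and 2 h substrate reaction, both 25 °C. Signal: p-Nitroaniline absorbance at 405 nm, read at 0 and 120 min. Control set: low DMSO alone, high DMSO plus 5 µM PC-7.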
# AHR act: AHR activators, primary screen, cell-based, luminescence, luciferase reporter, human. Aryl hydrocarbon receptor (Homo sapiens), P35869. AHR-responsive luciferase reporter cells. activation, % at 5 µM. actives 2.5% (n = 320,000). AID 2796, 2010; in the data active = activation above about 47%;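 also: 0% = vehicle wells and 100% = reference agonist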
# Target sequence (P35869 whole entry, looked up): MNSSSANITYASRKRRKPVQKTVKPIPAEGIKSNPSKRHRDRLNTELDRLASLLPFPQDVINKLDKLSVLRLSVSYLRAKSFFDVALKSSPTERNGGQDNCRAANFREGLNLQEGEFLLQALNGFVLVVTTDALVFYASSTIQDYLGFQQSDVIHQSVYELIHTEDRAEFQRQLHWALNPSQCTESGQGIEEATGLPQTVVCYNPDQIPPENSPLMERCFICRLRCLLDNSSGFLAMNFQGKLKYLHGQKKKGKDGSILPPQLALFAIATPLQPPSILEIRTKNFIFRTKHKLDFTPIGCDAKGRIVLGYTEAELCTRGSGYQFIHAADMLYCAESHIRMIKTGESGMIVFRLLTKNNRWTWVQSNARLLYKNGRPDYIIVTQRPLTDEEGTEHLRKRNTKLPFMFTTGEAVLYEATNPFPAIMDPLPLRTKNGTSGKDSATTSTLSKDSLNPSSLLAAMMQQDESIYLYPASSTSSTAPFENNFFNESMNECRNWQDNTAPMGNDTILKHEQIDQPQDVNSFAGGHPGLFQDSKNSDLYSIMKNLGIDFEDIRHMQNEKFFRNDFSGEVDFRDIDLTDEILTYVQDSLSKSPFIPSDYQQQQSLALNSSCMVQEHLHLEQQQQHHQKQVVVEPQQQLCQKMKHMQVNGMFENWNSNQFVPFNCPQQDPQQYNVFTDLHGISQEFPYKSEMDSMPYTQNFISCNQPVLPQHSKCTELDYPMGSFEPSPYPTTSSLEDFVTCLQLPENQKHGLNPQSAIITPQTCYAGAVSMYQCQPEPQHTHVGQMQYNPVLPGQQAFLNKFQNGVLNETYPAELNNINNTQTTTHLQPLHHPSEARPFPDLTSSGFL
# LAP4 TOR yeast: modulators of LAP4-GFP expression in yeast, primary screen, S. cerevisiae, multiplex flow cytometry, MLPCN library. GFP response vs DMSO, % at 10 µM. actives 0.34% (n = 320,000). 3 h; median GFP as percent of DMSO wells;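 active = GFP response vs DMSO above a set limit, about the screen mean plus 3 SD, cut at about 150% in these data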
# MEP2-GFP yeast: modulators of MEP2-GFP levels in yeast, primary screen, S. cerevisiae, multiplex flow cytometry, MLPCN library; AID 2016, 2009; GFP response vs DMSO, % at 10 µM; S. cerevisiae MEP2-GFP strain, 3 h; 100% = DMSO control level; actives 0.51% (n = 330,000);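 active = GFP response versus DMSO above a set limit, roughly screen mean plus 3 SD, cut at about 180% in these data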;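 also: median GFP fluorescence of the barcode-gated MEP2-GFP cells per well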
# CIT2 TOR yeast: modulators of CIT2-GFP expression in yeast, primary screen, S. cerevisiae, GFP fusion, multiplex flow cytometry, MLPCN library; S. cerevisiae CIT2-GFP strain, 3 h; 100 means same as DMSO wells; GFP response vs DMSO, % at 10 µM; actives 0.065% (n = 320,000); AID 2029, 2009;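 active = GFP response relative to DMSO above a set limit, near the screen mean plus 3 SD, cut at about 150% in these data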;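 also: ratio of well median GFP fluorescence to mean of DMSO wells on the plate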
# AGP1 TOR yeast: modulators of AGP1-GFP expression in yeast TOR pathway, primary screen, cell-based, multiplex flow cytometry, S. cerevisiae, MLPCN library; GFP response vs DMSO, % at 10 µM; actives 0.02% (n = 320,000); 3 h; GFP as percent of DMSO wells;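 active = GFP response relative to DMSO above a set limit, near screen average plus 3 SD, cut at about 150% in these data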;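 also: median GFP channel fluorescence of the gated AGP1 strain per well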
# RPL19A-GFP yeast: RPL19A-GFP expression modulators in yeast, primary screen, cell-based, S. cerevisiae, multiplex flow cytometry, MLPCN; S. cerevisiae RPL19A-GFP strain, 3 h; hits give low values; percent response vs DMSO, % at 10 µM; actives 0.3% (n = 330,000); AID 2025, 2009;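 active = percent response vs DMSO below 50%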;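 also: median channel GFP fluorescence of the barcoded RPL19A-GFP strain; ratio of sample median GFP to plate DMSO average so 100% = DMSO; lower means less RPL19A-GFP as with rapamycin TOR inhibition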
# * hit, by the source's call. A portion of the library; the hit share may differ from the screen's.
Molecule	proCasp3 act	CIT2 TOR yeast	AGP1 TOR yeast	LAP4 TOR yeast	RPL19A-GFP yeast	MEP2-GFP yeast	AHR act	proCasp7 act
Cc1ccc(/C=C2/Sc3ccc(C(=O)N4CCC5(CC4)OCCO5)cc3NC2=O)cc1	-6.5	103.8	107.1	105.6	105.1	116.0	1.7	0.0
CCN(CC)c1ccc(/C=C2\C(=O)NC(=S)N(c3ccc(OC)cc3OC)C2=O)o1	-4.3	97.3	103.5	104.0	97.0	101.0	-1.7	0.7
CCCCCCn1c(=O)c(C(=O)Nc2ncccc2O)c(O)c2ccccc21	4.1	101.5	97.4	90.7	99.2	108.0	0.4	0.3
CNC(=O)Oc1cccc(-c2cn3cc(OC(=O)NC)ccc3n2)c1	2.2	57.8	90.5	84.9	83.3	105.0	8.2	-0.8
Cc1ccc(-n2c(O)c(C=NCC3CCCO3)c(=O)[nH]c2=O)c(C)c1 (stereo not given)	-4.9	110.7	102.0	112.0	96.9	97.6	0.2	7.1
C[C@@H]1O[C@@H](O[C@H]2C[C@@H](O)[C@]3(CO)[C@H]4[C@H](O)C[C@]5(C)[C@@H](C6COC(=O)C6)CC[C@]5(O)[C@@H]4CC[C@]3(O)C2)[C@H](O)[C@H](O)[C@H]1O (stereo not given in full)	0.9	97.5	100.0	116.0	109.5	104.7	0.8	13.6
CCOC(=O)Cn1cc(C(=O)c2ccccc2F)c2ccccc21	2.9	90.8	100.4	101.3	106.5	101.9	1.0	-5.2
NCCc1c[nH]c2ccccc12	4.0	92.0	99.8	96.2	97.5	102.4	15.1	11.8
O=c1[nH]c(=S)n(-c2ccccc2)c(O)c1/C=N/N1CCOCC1	-6.7	150.8*	110.0	118.6	123.8	153.0	-1.4	-13.4
CNC(=O)OCCc1n(C)cc[n+]1C	-12.5	101.6	101.4	91.3	102.4	100.0	-0.7	-5.3
Cc1c(C=O)c2ccccc2n1Cc1cccc(F)c1	7.8	92.7	95.0	92.4	102.0	94.7	-7.6	-2.0
C=CCc1cc(C=C2C(=O)NC(=O)NC2=O)cc(OC)c1OCc1ccc(C(=O)O)cc1	-8.1	98.2	96.0	95.8	97.6	98.1	1.5	-15.3

# Carrying on.
Molecule	proCasp3 act	CIT2 TOR yeast	AGP1 TOR yeast	LAP4 TOR yeast	RPL19A-GFP yeast	MEP2-GFP yeast	AHR act	proCasp7 act
COC(=O)C1=C(c2ccccc2OCc2ccccc2)C[C@@H]2CC[C@H]1N2C(=O)NCCCOC(C)C	3.0	108.1	100.1	97.1	99.8	93.3	1.0	-3.3
CCC(=NCCc1ccccc1)c1c(O)n(C)c(=O)n(C)c1=O	-12.8	94.2	114.3	126.0	101.6	107.0	-0.2	4.7
NC(=O)c1c(NC(=O)c2ccc(S(=O)(=O)N(CCCl)CCCl)cc2)sc2c1CCCCC2	0.8	82.1	74.5	92.2	92.0	101.9	0.2	2.9
Cc1ccc(-n2c(O)c(/C=N/N3CCCCC3c3cccnc3)c(=O)[nH]c2=S)cc1 (stereo not given)	-11.1	95.3	97.2	97.9	100.0	97.2	3.4	-5.0
C/C1=C\[C@@H](C)C/C=C/[C@H]2[C@@H]3O[C@]3(C)[C@@H](C)[C@H]3[C@H](Cc4c[nH]c5ccccc45)NC(=O)[C@]32C(=O)/C=C/C(=O)[C@@H]1O	-3.5	95.6	99.2	104.6	96.7	103.9	-1.6	7.0
Oc1cc2c(cc1O)[C@H]1c3ccccc3CN[C@@H]1CC2	-28.5	101.3	87.9	100.7	100.4	93.7	-1.4	-35.7
COc1cc(C(=O)N2C[C@H]3C[C@@H](C2)c2cccc(=O)n2C3)cc(OC)c1OC	-2.0	100.7	104.2	107.0	101.2	108.0	-0.8	5.5
O=[N+]([O-])c1ccc(C2C3C(c4ccccc4)=NC4(CCCC4)N32)cc1 (stereo not given)	-2.1	92.0	99.1	104.0	102.3	97.4	-3.0	4.1
COC(=O)c1cncn1C(C)c1ccccc1 (stereo not given)	6.4	102.7	99.8	97.1	96.8	102.4	0.0	4.7
CN1CCN(c2c[nH]c(=O)[nH]c2=O)CC1	3.0	110.1	103.6	101.4	100.8	110.1	-2.7	15.7
N#CC(c1ccccc1)N1CCOCC1 (stereo not given)	4.3	96.9	102.9	112.0	99.0	97.0	-1.7	2.2
COc1ccc(NC(c2ccccc2)P(=O)(Oc2ccccc2)Oc2ccccc2)cc1 (stereo not given)	-0.5	108.4	107.3	97.2	115.1	106.0	4.7	-3.9

# Following part
Molecule	proCasp3 act	CIT2 TOR yeast	AGP1 TOR yeast	LAP4 TOR yeast	RPL19A-GFP yeast	MEP2-GFP yeast	AHR act	proCasp7 act
C=CCn1c(O)c(C(C)=NC(C)c2ccccc2)c(=O)[nH]c1=O (stereo not given)	-6.7	88.9	101.8	113.6	93.0	100.0	-5.0	-0.6
Cn1cccc1/C=C1/C(=O)NC(=O)N(Cc2ccc(F)cc2)C1=O	-18.4	102.1	107.5	115.5	99.6	97.9	2.2	-15.4
COC(=O)C1=C(c2ccc(OC(F)(F)F)cc2)C[C@@H]2CC[C@H]1N2C(=O)N1CCCCC1	11.6	106.7	105.8	110.3	109.8	100.0	-1.0	8.7
O=[N+]([O-])c1cnc2ccc3ccccc3c2c1	-4.3	119.0	100.9	81.3	109.2	103.5	33.3	-1.7
CCC(=NCCCN(CC)CC)c1c(O)n(-c2ccccc2)c(=O)[nH]c1=O	0.5	102.8	102.3	99.0	100.9	99.3	-2.2	11.0
O=C(Cn1ncc2c3ccccc3n(Cc3ccc(F)cc3)c2c1=O)N1CCC2(CC1)OCCO2	0.1	96.8	94.2	90.3	90.9	94.9	-1.1	0.5
CCCCn1c(O)c(/C(CC)=N/N2CCCCC2c2cccnc2)c(=O)[nH]c1=S (stereo not given)	4.0	94.7	98.0	81.4	102.2	94.1	8.6	-1.4
C[C@]12CCC3C(CCC4=CC(O)CC[C@@]43/C=N/O)C1(O)CCC2C1=CC(=O)OC1 (stereo not given in full)	-2.2	117.5	107.0	108.0	103.4	115.5	-1.9	1.3
CC12CC[C@H]3[C@@H](CCC4(O)C[C@H](O)CCC34/C=N/NC(=O)c3ccccc3F)C1(O)CCC2C1=CC(=O)OC1 (stereo not given in full)	-0.9	103.6	102.8	98.2	95.7	96.6	19.1	5.6
O=[N+]([O-])c1ccc2c(c1)C(c1ccccc1)=NCCN2	-2.8	99.2	104.4	102.2	97.8	100.5	4.6	-3.0
COc1ccc(CN2C(=O)NC(=O)/C(=C\c3ccc(OC)c(OC)c3OC)C2=O)cc1	-17.7	91.3	100.9	109.2	97.5	98.8	-0.7	-24.2
CN1CCN(c2ccc([N+](=O)[O-])c(NCC3CCCO3)c2)CC1 (stereo not given)	-4.1	109.2	103.7	98.8	102.5	113.8	12.2	-10.4

# Remaining list, next part:
Molecule	proCasp3 act	CIT2 TOR yeast	AGP1 TOR yeast	LAP4 TOR yeast	RPL19A-GFP yeast	MEP2-GFP yeast	AHR act	proCasp7 act
O=C(C[N+]12CCC(CC1)C(C(O)(c1ccccc1)c1ccccc1)C2)c1ccc(Br)cc1 (stereo not given)	2.8	103.5	104.3	109.5	96.7	97.8	-1.6	11.8
COc1ccc(-n2c(O)c(/C=C3\C=Nc4ccc(Br)cc43)c(=O)[nH]c2=O)c(OC)c1	-10.0	98.7	91.2	90.8	97.9	101.0	20.5	-15.4
O=c1c2ccccc2[nH]c(=S)n1-c1ccc(Br)cc1	1.4	105.7	100.3	99.2	105.1	101.7	2.5	-5.1
COc1cc(OC)cc(C2(C#N)CCN(C)CC2)c1	5.4	91.2	92.3	80.4	91.6	81.1	3.0	8.2
COc1ccc(C(=O)C2CCCN(Cc3ccon3)C2)cc1OC (stereo not given)	-6.0	99.7	97.8	81.0	102.2	99.8	2.3	-0.4
CCOC(=O)C1=Nc2ccccc2/C1=C\c1c(O)n(C)c(=O)n(C)c1=O	1.1	91.8	98.6	112.9	99.2	101.9	13.8	1.8
COc1cc2c(cc1OC)-c1c(OC)c(OC)cc3c1[C@H](C2)[N+](C)(C)CC3	-10.9	104.2	97.7	108.3	109.5	98.6	-0.3	0.0
NCCCP(=O)(O)CCc1ccccc1	-1.9	106.4	105.3	101.2	104.4	107.1	2.3	0.6
COC(=O)c1ccccc1OP1(=O)COc2ccccc2OC1	-8.4	93.0	99.1	95.8	99.0	105.9	-3.8	6.2
COc1ccc(-n2c(O)c(C(C)=NCc3ccc4c(c3)OCO4)c(=O)[nH]c2=O)cc1	-15.5	91.9	100.7	103.7	95.1	99.8	-7.2	6.0
O=C(CCC(=O)N1CC2C[C@@H](C1)Cn1c2cccc1=O)NCCc1ccccc1F	-0.6	97.5	98.2	99.9	98.2	103.0	-0.9	-1.0
CCn1c(O)c(/C=N/NC(=O)c2ccncc2)c(=O)[nH]c1=S	-46.5	107.4	107.9	100.6	115.3	105.4	10.5	-44.2

# At a glance, part of the list above.
Molecule	proCasp3 act	CIT2 TOR yeast	AGP1 TOR yeast	LAP4 TOR yeast	RPL19A-GFP yeast	MEP2-GFP yeast	AHR act	proCasp7 act
COc1ccc(C(=O)C2CCCN(Cc3ccon3)C2)cc1OC (stereo not given)	-6.0	99.7	97.8	81.0	102.2	99.8	2.3	-0.4
CCOC(=O)C1=Nc2ccccc2/C1=C\c1c(O)n(C)c(=O)n(C)c1=O	1.1	91.8	98.6	112.9	99.2	101.9	13.8	1.8
COc1cc2c(cc1OC)-c1c(OC)c(OC)cc3c1[C@H](C2)[N+](C)(C)CC3	-10.9	104.2	97.7	108.3	109.5	98.6	-0.3	0.0

# Remaining list, next part.
Molecule	proCasp3 act	CIT2 TOR yeast	AGP1 TOR yeast	LAP4 TOR yeast	RPL19A-GFP yeast	MEP2-GFP yeast	AHR act	proCasp7 act
O=c1[nH]c(=O)n(-c2cccc3ccccc23)c(O)c1/C=N/N1CCCCC1	-6.7	96.6	100.8	105.1	109.0	104.6	2.1	-12.0
CN1Cc2cccnc2N(C)Cc2cc(Cl)ccc21	-5.3	95.7	95.6	88.7	101.1	112.5	-1.3	10.2
CC(=O)CC(c1ccccc1[N+](=O)[O-])c1c(O)c2ccccc2oc1=O (stereo not given)	1.1	90.6	99.4	106.6	99.6	94.4	14.6	3.8
COc1cccc(C(=O)C2CCCN(Cc3ccc4nonc4c3)C2)c1 (stereo not given)	3.9	101.8	103.9	105.0	102.8	100.3	-0.5	1.8
COC(=O)C1=C(c2ccc(C(C)=O)cc2)C[C@@H]2CC[C@H]1N2C(=O)NCCO	10.7	89.8	98.6	101.0	97.5	96.4	-1.5	4.9
CC(=C1C(=O)c2ccccc2C1=O)N1CCN(CCN=Cc2c(O)n(C)c(=O)n(C)c2=O)CC1	-7.3	91.4	103.7	102.7	115.1	96.5	2.5	-4.9
O=C(OCCN1CCOCC1)C1(c2ccccc2)CCCC1	-4.4	89.8	95.9	93.8	95.5	96.7	0.1	5.9
CC1CCC(NC(=O)CNC(=S)N2CC3CC(C2)c2cccc(=O)n2C3)CC1 (stereo not given)	-4.0	103.8	108.8	105.2	99.9	99.5	0.8	-1.1
